Screening data (PubChem)
RXFP1 agonist: activates the human relaxin receptor RXFP1. Q9HBX9. HEK293T-RXFP1 cAMP TR-FRET, 30 min; response scale: percent of porcine relaxin response, buffer zero. Potency, µM (doses to about 57.5 µM), without a hit: at the top dose activation, hits mostly activators. 370,000 compounds, 0.3% hits; active = well fitted curve in the direction sought with a large enough effect; inconclusive = small, poorly fitted or top-dose-only effect, or another doubt; inactive = no such curve, though single readings can be large; an effect the other way counts as inactive or inconclusive; note: potency is the fitted concentration of half-maximal effect; % is set by controls: 0 for no effect and ±100 for the full control effect; nearly all actives have a fitted effect of over 60% in size; many of its hits are not listed in these tables
Target sequence (Q9HBX9 whole entry, looked up): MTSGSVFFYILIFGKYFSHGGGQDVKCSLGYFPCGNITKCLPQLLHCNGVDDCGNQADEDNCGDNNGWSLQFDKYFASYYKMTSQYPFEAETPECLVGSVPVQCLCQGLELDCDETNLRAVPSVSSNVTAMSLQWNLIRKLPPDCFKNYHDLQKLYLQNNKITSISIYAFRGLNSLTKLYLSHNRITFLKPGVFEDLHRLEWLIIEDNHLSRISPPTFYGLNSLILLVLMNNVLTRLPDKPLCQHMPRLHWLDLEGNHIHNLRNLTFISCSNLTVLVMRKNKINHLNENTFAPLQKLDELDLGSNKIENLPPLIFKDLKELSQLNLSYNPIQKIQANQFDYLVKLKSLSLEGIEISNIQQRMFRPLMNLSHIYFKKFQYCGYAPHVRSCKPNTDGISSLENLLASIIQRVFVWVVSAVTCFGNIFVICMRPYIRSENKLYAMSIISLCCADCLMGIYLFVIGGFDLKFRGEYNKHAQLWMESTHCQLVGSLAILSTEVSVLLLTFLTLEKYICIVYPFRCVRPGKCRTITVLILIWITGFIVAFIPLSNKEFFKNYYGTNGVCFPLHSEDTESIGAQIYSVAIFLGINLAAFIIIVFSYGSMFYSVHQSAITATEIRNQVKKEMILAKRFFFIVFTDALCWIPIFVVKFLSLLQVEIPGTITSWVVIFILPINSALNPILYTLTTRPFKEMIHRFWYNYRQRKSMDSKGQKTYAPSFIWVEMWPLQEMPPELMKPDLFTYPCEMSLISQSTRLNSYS
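HEK293T cells stably expressing RXFP1 were pretreated with the PDE4 inhibitor Ro 20174, exposed to compounds for 30 min at 37C, lysed, and cAMP was read by TR-FRET. Data normalized to buffer (basal) and 29 nM porcine relaxin (100%).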
D1 potentiator: human D1 dopamine receptor positive modulation; 360,000 compounds, 0.036% hits; P21728; potentiation, % at 10 µM; HEK293 TREx D1 cells, calcium flux, dopamine EC20 potentiation; in the data active = potentiation above about 30%; note: 0% is about no effect
D2 PAM: D2 dopamine receptor (human) potentiation; P14416; HEK293 T-REx D2, calcium flux, EC20 dopamine potentiation; potentiation, % at 10 µM; 340,000 compounds, 0.34% hits;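 active = potentiation over 3 SD above the plate norm, cut at about 30% in these data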; note: 0% is about no effect
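Potentiation of an EC20 dopamine calcium response is measured in a force-coupled, tetracycline-inducible Hek293 Trex D2 line. Compound-only kinetic reads over 180 s flag agonists before dopamine addition.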
D1 agonist: human D1 receptor agonism; P21728; HEK293 T-REx D1 cells, calcium flux, agonist mode; activation, % at 2 µM; 360,000 compounds, 1% hits; AID 504660; note: 0% is about no effect
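Tetracycline-induced HEK293 TREx D1 cells, force-coupled to calcium signalling, were dye-loaded with a no-wash calcium kit. Compound was pin-added after a 10 s baseline. Fluorescence was read kinetically at 1 cycle/s for 180 s, with calcium rises flagged as agonism.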
TRHR agonist: activates the human TRH receptor | AID 493084 | activation, % at 2 µM | P34981 | TRHR cells, calcium flux fluo-8, FDSS agonist mode | 360,000 compounds, 0.18% hits; note: 0% is about no effect
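Agonist-mode FDSS calcium read (Ex 480/Em 530, 1 s cycles) in 1536-well TRHR cells with fluo-8 dye, after 10-cycle baseline and 23 nL compound addition; TRH at EC20 (10 nM final) added afterwards for the enhancer phase.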
TRHR enhancer: TRH receptor (human) allosteric enhancement; P34981; TRHR cells, fluo-8 calcium fluorescence, EC20 TRH enhancement; enhancement, % at 2 µM; 360,000 compounds, 0.66% hits; AID 493056; in the data active = enhancement above about 30%; note: 0% is about no effect
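Enhancer read-out: after compound pinning and an initial kinetic agonist-mode read, an EC20 of TRH (10 nM final) was injected and fluo-8 calcium signal (Ex 480/Em 530) followed at 1 s/cycle for 100 cycles in TRHR-expressing cells.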
Apoferritin bind: binds horse apoferritin like a general anesthetic; 350,000 compounds, 0.074% hits; P02791; Potency, µM (series often up to 77.5 µM), without a hit: top-dose activity change, negative = displacement, usual class: inhibitors; AID 485281; apoferritin/1-aminoanthracene competitive binding, fluorescence; active = well fitted curve in the direction sought with a large enough effect; inconclusive = small, poorly fitted or top-dose-only effect, or another doubt; inactive = no such curve, though single readings can be large; an effect the other way counts as inactive or inconclusive; note: potency is the fitted concentration of half-maximal effect; % is set by controls: 0 for no effect and ±100 for the full control effect; nearly all actives have a fitted effect of over 20% in size
Target sequence (P02791 2-175 limits assumed): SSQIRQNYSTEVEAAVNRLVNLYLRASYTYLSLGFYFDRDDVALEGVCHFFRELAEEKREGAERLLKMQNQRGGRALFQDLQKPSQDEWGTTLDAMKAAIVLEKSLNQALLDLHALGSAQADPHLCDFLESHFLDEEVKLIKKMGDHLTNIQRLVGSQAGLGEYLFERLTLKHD
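10 uM apoferritin + 50% sat. 1-AMA, PBS; cpd 10 min RT; Ex380/Em535 endpoint; normalized to free probe vs complex; 4-param Hill fit; propofol titration as pos. ctrl.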
RXFP1 antag: RXFP1 (human) relaxin receptor antagonism; HEK293-RXFP1, relaxin-stimulated cAMP HTRF, 30 min; active compounds read low; 350,000 compounds, 0.59% hits; activity change, negative = inhibition, % at 57.5 µM;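 active = activity change of -60% or lower, but not beyond a set lower limit; inconclusive = change between -60% and -40%, or beyond the set limit; inactive = change above -40%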; note: % is set by controls: 0 for no effect and ±100 for the full control effect
D1 antag: human D1 dopamine receptor antagonism; P21728; HEK293 TREx D1 cells, calcium flux, dopamine EC80; active compounds read low; activity change, negative = inhibition, % at 10 µM; 360,000 compounds, 3.2% hits; AID 504652; in the data active = activity change below about -30%; note: % is set by controls: 0 for no effect and ±100 for the full control effect
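Tetracycline-induced HEK293 T-REx cells with force-coupled D1 receptor were loaded with a no-wash calcium dye. Compound was added after a 10 s baseline and read kinetically for 180 s; EC80 dopamine was then added and calcium flux followed another 180 s.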
Active calls of the source: *; ? = inconclusive; / = not tested or not shown; & = joins results of further samples; [ ] = another dose, or the depositor's remark. Cut-off read from the data, not from the text of the source, unless noted: active = activation above about 30%; inactive = the rest. This is a subset, so the mix of outcomes need not match the whole.

#	Molecule	TRHR enhancer	D2 PAM	D1 agonist	RXFP1 agonist	D1 potentiator	D1 antag	RXFP1 antag	Apoferritin bind	TRHR agonist
1	O=S(=O)(c1ccc2c(c1)OCCO2)N1CCN(S(=O)(=O)c2ccc(Cl)cc2F)CC1	0	/	7	/	-5	2	/	/	-0.2
2	O=C(c1ccc(F)cc1)N1CCN(c2ccccn2)CC1	30*	11	0	-0.6%	-8	-10	-4	-4%	0.3
3	O=C(NCCCO)c1ccc2[nH]c3c(c2c1)CCCC3	-5	/	0	1.2%	-2	-8	-5	-6%	-0.3
4	Cc1ccc(-n2c(O)c(/C=N/n3cnnc3)c3ccccc3c2=O)cc1	3&1	-3&15	2&1	9.7%&2.2%	0&3	10&4	19&-7	145%&98%[activator]	-0.1&0.1
5	Cc1cc2c3c([nH]c2cc1S(=O)(=O)NCc1ccc(CN2CCCCCC2)o1)CCCC3=O	28	1	5	-2.1%	-5	3	9	9%	-0.4
6	CC(C)NC(=O)CN1CCN(c2ncccn2)CC1	1	2	6	-1.4%	-2	-1	-5	-6%	-2.0
7	O=C(CN1C(=O)NC2(CCc3ccccc3C2)C1=O)Nc1ccc(F)cc1 (configuration not stated)	-1	17	1	-0.3%	-6	-8	4	-17%	0.4
8	O=C(O)c1ccc(NS(=O)(=O)c2cccc(C(=O)Nc3ccc(Br)cc3)c2)cc1	9	-3	2	-2.4%	2	5	0	-3%	0.4
9	CC(C)CN(C(=O)COC(=O)c1ccccc1Sc1ccccc1C#N)C1CCS(=O)(=O)C1 (configuration not stated)	-3	18	2	1.6%	-4	-24	-1	-2%	0.2
10	COc1ccc(C(=O)Nc2n[nH]c(-c3ccncc3)n2)cc1	1	-4	4	0.2%	-3	-47*	-17	-1%	0.1

Other entries follow:
#	Molecule	TRHR enhancer	D2 PAM	D1 agonist	RXFP1 agonist	D1 potentiator	D1 antag	RXFP1 antag	Apoferritin bind	TRHR agonist
11	CSc1ccc(CN2CCN(C(=O)c3ccncc3)CC2)cc1	2	0	4	0.2%	0	-16	4	-6%	0.4
12	CCc1noc(C)c1C(=O)OCC(=O)N(C)c1c(N)n(Cc2ccccc2)c(=O)[nH]c1=O	8	1	1	1.3%	-2	20	0	/	0.1
13	CCN(CC)CCCNC(=S)N(Cc1ccco1)Cc1cc2cc3c(cc2[nH]c1=O)OCCO3	-4	-7	2	-0.2%	10	-4	/	-1%	0.5
14	CCOC(=O)C1=C(C)NC(=O)NC1c1ccc(F)cc1 (configuration not stated)	9	-6	0	-1.5%	4	4	-8	-11%	-0.4
15	COc1ccc(/C=C/C(=O)NC2CC3CCC2C3)cc1 (configuration not stated)	2	-6	2	-0.3%	-14	2	-7	?	-0.2
16	COc1ccc(C(=O)Nc2nccs2)cc1[N+](=O)[O-]	10	-6	1	0.7%	-5	-7	18	-2%	-0.7
17	O=C(COc1ccccc1[N+](=O)[O-])N/N=C/c1ccc[nH]1	-2	0	1	0.0%	5	-3	14	-5%	0.2
18	Cc1ccc(C)c(N2CCN(C(=O)CC3Sc4ccccc4NC3=O)CC2)c1 (configuration not stated)	7	1	5	-2.8%	2	12	-38	-16%	0.6
19	CCCCc1nc(SCC(=O)N2CCCC2)c2c(=O)n(C)c(=O)n(C)c2n1	4	13	1	5.1%	2	1	0	-17%	0.7
20	CC1CCN(C(=S)c2cccc([N+](=O)[O-])c2)CC1	-3	-2	0	0.7%	-1	-12	-1	?	0.3

Additional structures
#	Molecule	TRHR enhancer	D2 PAM	D1 agonist	RXFP1 agonist	D1 potentiator	D1 antag	RXFP1 antag	Apoferritin bind	TRHR agonist
21	CC(C)c1ccc(-c2nnc3n(CCc4ccccc4)c(=O)c4ccccc4n23)cc1	5	7	0	-4.4%	-1	2	-17	-11%	0.0
22	O=C(NCCCCNC(=O)c1cccnc1Cl)c1cccnc1Cl	-2	-4	2	2.7%	-2	6	1	-1%	-1.0
23	Cc1cccc(N=C2CSC(=O)N2)c1	-5	4	1	2.0%	-3	-5	-4	-7%	0.1
24	Cc1cc(O)ccc1Nc1nc(-c2cccs2)cs1	10	-7	0	-0.8%	1	-4	-11	-22%	-1.3
25	CCN(C(=O)COC(=O)c1cnc(C)cn1)C1CCCCC1	5	-14	3	2.4%	-7	-9	-10	-11%	0.4
26	COc1cc(C(=O)N2CCC(NC(=O)C(Cc3ccc(C(C)C)cc3)NC(C)=O)CC2)cc(OC)c1OC (configuration not stated)	-3	-1	5	-0.4%	10	5	-1	-13%	1.8
27	O=C(CCC1CCCC1)c1c(O)c2ccccc2oc1=O	1	2	6	0.8%	-1	9	2	1%	0.1
28	CCNc1nc(N)nc(Oc2ccc(OCCOc3ccc(Cl)cc3Cl)nn2)n1	2	8	2	1.7%	7	21	1	0%	-0.7
29	CS(=O)(=O)N(CC(=O)NCC1CCCO1)Cc1ccc(Cl)cc1 (configuration not stated)	11	12	0	1.4%	0	-17	9	-4%	0.1
30	O=S(=O)(c1ccccc1Cl)N1CCC(Cc2ccccc2)CC1	19	14	21	0.7%	-4	-6	11	50%[activator]	-0.7

Further records follow:
#	Molecule	TRHR enhancer	D2 PAM	D1 agonist	RXFP1 agonist	D1 potentiator	D1 antag	RXFP1 antag	Apoferritin bind	TRHR agonist
31	Nn1c(SCc2ccccc2F)nnc1-c1ccncc1	2	6	1	-2.1%	5	3	3	-5%	0.3
32	CC(Oc1ccc2c(-c3ccccc3)cc(=O)oc2c1)C(=O)NCC1CCC(C(=O)O)CC1 (configuration not stated)	1&-1	4&-5	0&4	0.4%&0.3%	-5&0	15&12	2	-11%&-8%	-0.1&0.0
33	O=C(NC(=S)N1CCCC1)c1ccc(Cl)cc1Cl	-1	3	1	-2.4%	0	5	3	-8%	0.1
34	O=C1C(=O)N(CCCO)C(c2ccc(Br)cc2)/C1=C(\O)c1ccc(Br)cc1 (configuration not stated)	2	/	2	17%	1	-5	0	-14%	0.0
35	Cc1ccc(NC(=O)Nn2cnnc2)c(C)c1	-4	-6	0	1.8%	-2	-8	1	-3%	0.4
36	O=C(N/N=C/c1ccco1)c1ccc(NC(=O)c2ccccc2Cl)cc1	9	-7	3	-0.7%	-1	-24	-3	-11%	0.1
37	COC(=O)C[N+](C)(C)C/C=C\c1ccccc1	-1	6	5	0.9%	8	9	-2	-5%	-0.2
38	Cc1noc(C)c1COc1ccccc1C(=O)N1CCN(c2cccc(Cl)c2)CC1	1	/	6	0.6%	/	8	-4	/	0.8
39	Cc1cc(C)c(C)c(S(=O)(=O)NCCCN2CCOCC2)c1C	14	-1	2	-0.2%	-6	9	?	-9%	0.4
40	Cc1cc(SCC(=O)c2cccs2)n2nc(C)c(-c3ccccc3)c2n1	-1	11	4	4.4%	-8	-5	-12	?	1.0

Next part:
#	Molecule	TRHR enhancer	D2 PAM	D1 agonist	RXFP1 agonist	D1 potentiator	D1 antag	RXFP1 antag	Apoferritin bind	TRHR agonist
41	CCCCOC(=O)c1ccc(NC(=O)C(=O)NCc2ccccn2)cc1	1	25	5	2.0%	0	2	21	-11%	0.4
42	CCC(C)(C)n1nnnc1CN1CCN(c2nc3ccc(C)cc3cc2C#N)CC1	-3	6	-1	-0.3%	-1	-1	-19	-13%	-0.5
43	CCc1nc2c(C#N)c(-c3ccc(Cl)cc3)ccn2n1	9	-6	0	-0.8%	1	-1	-2	-8%	-3.6
44	CC(=O)c1ccc(NC(=O)C2CCN(c3nnc(C)c4c(C)n(-c5ccccc5)nc34)CC2)cc1	-7	-4	3	1.6%	-2	1	-15	0%	-0.5
45	CCN(CC)C(=O)Cn1c(=O)n(CCCCCC(=O)Nc2ccccc2)c(=O)c2sccc21	-6&-4	-8&-5	-2&2	5.2%&0.5%	0&-6	14&-8	-8&-5	3%&2%	-1.1&-1.3
46	O=C(CS(=O)(=O)c1cn(Cc2cccc(F)c2)c2ccccc12)N1CCCCC1	-12	-2	3	0.4%	-5	0	-5	0%	2.1
47	CC(NC(=O)C12CC3CC(CC(O)(C3)C1)C2)c1ccc(Cl)cc1Cl (configuration not stated)	-8	6	6	0.0%	-8	27	5	-2%	1.4
48	O=C1c2ccc([N+](=O)[O-])cc2C(=O)N1c1c[nH]c(=O)[nH]c1=O	-2	1	0	0.4%	2	9	-1	-8%	0.2
49	O=C(C1=C[C@H](C2CC2)C[C@H](OCc2ccc(CO)cc2)O1)N1CCN(Cc2ccc3c(c2)OCO3)CC1	1	9	-4	1.6%	-1	4	/	-18%	-0.6
50	COC(=O)c1ccc(NC(=O)CSc2nnc(C(C)NC(=O)c3ccccc3Cl)n2C)cc1 (configuration not stated)	2	2	2	4.4%	-5	15	1	-5%	0.7

(cont.)
#	Molecule	TRHR enhancer	D2 PAM	D1 agonist	RXFP1 agonist	D1 potentiator	D1 antag	RXFP1 antag	Apoferritin bind	TRHR agonist
51	COc1ccc(/C=C/C(=O)OCC(=O)c2c(N)n(C)c(=O)n(C)c2=O)c(OC)c1	1	-5	2	17%	12	15	9	-4%	0.3
52	CSc1ccc(C2c3c(oc4cc(C)cc(C)c4c3=O)C(=O)N2CCO)cc1 (configuration not stated)	5	/	0	1.7%	-1	-46*	-3	?	0.8
53	COc1ccc(-n2c(=S)[nH]c3cc(C(=O)NCc4cccnc4)ccc3c2=O)cc1	6	-5	0	-1.1%	-2	-2	-25	7%	-0.6
54	CCC(C)NC(=O)C1CCN(S(=O)(=O)c2ccc3c(c2)CCCN3C(C)=O)CC1 (configuration not stated)	0	4	0	1.3%	-4	15	-8	1%	0.3
55	CCN(CC(=O)NCc1cccs1)C(=O)COc1ccc(C(N)=O)cc1	14	13	1	0.2%	1	9	2	/	0.8
